Bioassay records: PubChem, several laboratories
AHR activator: human AHR activation | P35869 | AHR-responsive luciferase reporter cells, luminescence | activation, % at 5 µM | actives 2.5% (n = 320,000) | AID 2796; in the data active = activation above about 47%;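 note: 0% = vehicle wells and 100% = reference agonist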
Target sequence (P35869 whole entry, looked up): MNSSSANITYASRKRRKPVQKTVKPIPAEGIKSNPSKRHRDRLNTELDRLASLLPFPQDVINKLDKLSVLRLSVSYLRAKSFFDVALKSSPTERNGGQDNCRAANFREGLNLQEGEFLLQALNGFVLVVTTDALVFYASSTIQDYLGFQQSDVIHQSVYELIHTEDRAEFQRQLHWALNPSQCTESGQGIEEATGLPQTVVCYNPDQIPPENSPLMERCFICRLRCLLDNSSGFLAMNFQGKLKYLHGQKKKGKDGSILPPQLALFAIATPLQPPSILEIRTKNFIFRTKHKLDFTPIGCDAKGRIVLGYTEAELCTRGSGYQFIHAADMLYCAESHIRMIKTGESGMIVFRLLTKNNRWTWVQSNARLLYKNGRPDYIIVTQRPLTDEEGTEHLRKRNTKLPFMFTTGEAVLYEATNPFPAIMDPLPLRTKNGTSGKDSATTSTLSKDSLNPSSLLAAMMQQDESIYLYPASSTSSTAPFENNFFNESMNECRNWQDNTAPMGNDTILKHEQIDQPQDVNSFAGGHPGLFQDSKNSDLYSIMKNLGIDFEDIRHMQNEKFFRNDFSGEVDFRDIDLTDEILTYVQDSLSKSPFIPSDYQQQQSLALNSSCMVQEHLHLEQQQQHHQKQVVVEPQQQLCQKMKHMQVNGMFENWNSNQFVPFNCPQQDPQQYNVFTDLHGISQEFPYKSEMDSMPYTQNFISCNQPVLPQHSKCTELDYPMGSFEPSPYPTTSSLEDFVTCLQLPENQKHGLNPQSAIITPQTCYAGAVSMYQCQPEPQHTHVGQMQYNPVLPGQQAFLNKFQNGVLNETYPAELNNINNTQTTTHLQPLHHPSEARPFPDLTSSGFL
LAP4 TOR yeast: alters LAP4-GFP fluorescence in TOR pathway yeast screen; S. cerevisiae LAP4-GFP multiplex, flow cytometry GFP, 3 h; median GFP as percent of DMSO wells; GFP response vs DMSO, % at 10 µM; actives 0.34% (n = 320,000);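 active = GFP response vs DMSO above a set limit, about the screen mean plus 3 SD, cut at about 150% in these data; inconclusive = under 70 cell events counted for the yeast strain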
procasp7 counter: activates human procaspase-7, counter-screen for procaspase-3 activators | actives 0.093% (n = 330,000) | activation, % at 8.5 µM | recombinant procaspase-7, Ac-DEVD-pNA absorbance 405 nm; D23A/D198A/D206A triple mutant, cannot self-cleave; scale: DMSO 0, 5 µM enzyme 100;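 active = percent activation above the screen-wide mean plus 3 SD, cut at about 25% in these data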
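Assay system – Uncleavable procaspase-7 mutant enzyme · Quantity – 2 µM procaspase-7 mutant as dispensed · Times – 1 h preincubation, 2 h reaction · Dosing – single nominal 8.5 µM compound dose, 0.8% DMSO final · Buffer or medium – Zinc-free 50 mM HEPES buffer, pH 7.4, with NaCl and Triton X-100 · Detection – Epi-absorbance of released pNA at 405 nm, two timepoints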
procasp3 activ: procaspase-3 (human) activation. recombinant procaspase-3 D3A, Ac-DEVD-pNA absorbance 405 nm. activation, % at 8.5 µM. actives 0.11% (n = 330,000);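 active = activation above the mean of all tested compounds plus 3 SD, cut at about 21% in these data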;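 note: 0% = DMSO alone and 100% = DMSO wells spiked with extra 5 µM PC-3 D3A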
Target sequence (P42574 whole entry D9A/D28A/D175A): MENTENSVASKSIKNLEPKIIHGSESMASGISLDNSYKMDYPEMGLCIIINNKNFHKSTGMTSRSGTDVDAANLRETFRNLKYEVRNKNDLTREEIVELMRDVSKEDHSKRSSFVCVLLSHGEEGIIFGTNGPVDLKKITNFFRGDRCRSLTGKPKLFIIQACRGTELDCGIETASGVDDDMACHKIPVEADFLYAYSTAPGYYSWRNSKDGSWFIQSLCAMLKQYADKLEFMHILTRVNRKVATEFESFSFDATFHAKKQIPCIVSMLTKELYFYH
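material = Procaspase-3 D3A mutant | probe or stimulus = Ac-DEVD-pNA | compound = single dose, 8.5 µM nominal compound, 0.8% DMSO | timing = 1 h preincubation, 2 h reaction | measured by = 405 nm absorbance of p-nitroaniline, reads at 0 and 120 min | benchmarks = DMSO-only low control, 5 µM PC-3 D3A high control | repeats = singlicate, each compound tested once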
RPL19A-GFP yeast: alters RPL19A-GFP fluorescence in TOR pathway yeast screen | actives 0.3% (n = 330,000) | percent response vs DMSO, % at 10 µM | AID 2025 | S. cerevisiae RPL19A-GFP strain, flow cytometry, 3 h; active compounds read low;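 active = percent response vs DMSO below 50%; inconclusive = fewer than 70 events counted for the yeast strain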;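 note: median channel GFP fluorescence of the barcoded RPL19A-GFP strain; ratio of sample median GFP to plate DMSO average so 100% = DMSO; lower means less RPL19A-GFP as with rapamycin TOR inhibition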
AGP1-GFP MLPCN: modulators of TOR pathway AGP1-GFP in S. cerevisiae; S. cerevisiae AGP1-GFP multiplex flow cytometry, 3 h; GFP as percent of DMSO wells; GFP response vs DMSO, % at 10 µM; actives 0.02% (n = 320,000);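 active = GFP response relative to DMSO above a set limit, near screen average plus 3 SD, cut at about 150% in these data; inconclusive = fewer than 70 cells counted for the yeast strain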;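 note: median GFP channel fluorescence of the gated AGP1 strain per well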
CIT2 TOR yeast: alters CIT2-GFP fluorescence in TOR pathway yeast screen. actives 0.065% (n = 320,000). AID 2029. S. cerevisiae CIT2-GFP strain, flow cytometry, 3 h; 100 means same as DMSO wells. GFP response vs DMSO, % at 10 µM;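 active = GFP response relative to DMSO above a set limit, near the screen mean plus 3 SD, cut at about 150% in these data; inconclusive = Fewer than 70 cells measured for a yeast strain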;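 note: ratio of well median GFP fluorescence to mean of DMSO wells on the plate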
MEP2-GFP yeast: alters MEP2-GFP fluorescence in TOR pathway yeast screen; S. cerevisiae MEP2-GFP strain, flow cytometry GFP, 3 h; 100% = DMSO control level; actives 0.51% (n = 330,000); GFP response vs DMSO, % at 10 µM; AID 2016;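 active = GFP response versus DMSO above a set limit, roughly screen mean plus 3 SD, cut at about 180% in these data; inconclusive = fewer than 70 cells counted for a yeast strain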;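 note: median GFP fluorescence of the barcode-gated MEP2-GFP cells per well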
* = called active by the depositor; [ ] = dose if it differs, or a comment.

Results for Nc1nc(SCC(=O)N2CCN(c3ccc(F)cc3)CC2)n[nH]1 ?
AHR activator: 1.2; LAP4 TOR yeast: 104.1; procasp7 counter: 5.8; procasp3 activ: 6.8; RPL19A-GFP yeast: 103.4; AGP1-GFP MLPCN: 99.0; CIT2 TOR yeast: 99.6; MEP2-GFP yeast: 99.9

What do the screens show for `COC(=O)c1c(S(C)(=O)=O)nc(-c2ccccc2)[nH]c1=O`?
AHR activator: 10.5; LAP4 TOR yeast: 104.7; procasp7 counter: 2.7; procasp3 activ: 5.4; RPL19A-GFP yeast: 103.2; AGP1-GFP MLPCN: 104.2; CIT2 TOR yeast: 102.8; MEP2-GFP yeast: 97.4

How did CC(=O)NC(Cc1c[nH]c2ccccc12)C(=O)N/N=C/c1ccccc1 (configuration not stated) do in these assays?
AHR activator: 7.3; LAP4 TOR yeast: 98.4; procasp7 counter: -0.4; procasp3 activ: 1.2; RPL19A-GFP yeast: 92.1; AGP1-GFP MLPCN: 86.8; CIT2 TOR yeast: 82.8; MEP2-GFP yeast: 80.5

Results for CCc1cc(C(=O)N2CCCc3ccccc32)sc1C ?
AHR activator: 1.8; LAP4 TOR yeast: 129.3; procasp7 counter: 5.5; procasp3 activ: 1.1; RPL19A-GFP yeast: 86.0; AGP1-GFP MLPCN: 92.8; CIT2 TOR yeast: 82.5; MEP2-GFP yeast: 86.9

Results for Cc1ccccc1CSCC(=O)NC1CCCC1 ?
AHR activator: -4.6; LAP4 TOR yeast: 103.0; procasp7 counter: 6.0; procasp3 activ: -2.1; RPL19A-GFP yeast: 97.5; AGP1-GFP MLPCN: 104.0; CIT2 TOR yeast: 94.8; MEP2-GFP yeast: 106.0

How did Fc1ccccc1/C=C1\CCCC2=C1Nc1ncnn1C2c1ccccc1F (configuration not stated) do in these assays?
AHR activator: 1.9; LAP4 TOR yeast: 108.6; procasp7 counter: -1.6; procasp3 activ: -7.1; RPL19A-GFP yeast: 95.6; AGP1-GFP MLPCN: 107.0; CIT2 TOR yeast: 94.5; MEP2-GFP yeast: 108.4

Results for COC(=O)C(C)Sc1ccc2nnc(-c3ccc(F)cc3)n2n1 (configuration not stated) ?
AHR activator: -2.2; LAP4 TOR yeast: 101.3; procasp7 counter: -0.2; procasp3 activ: 8.0; RPL19A-GFP yeast: 99.0; CIT2 TOR yeast: 105.1; MEP2-GFP yeast: 100.6

What do the screens show for `Cc1ccc2nc(NC(=O)Cn3nc(C)c([N+](=O)[O-])c3C)sc2c1`?
AHR activator: -1.8; LAP4 TOR yeast: 92.5; procasp7 counter: 6.7; procasp3 activ: 1.2; RPL19A-GFP yeast: 103.3; AGP1-GFP MLPCN: 101.2; CIT2 TOR yeast: 101.2; MEP2-GFP yeast: 102.7

What do the screens show for `Cc1nonc1-c1csc(N)n1`?
AHR activator: -0.3; LAP4 TOR yeast: 96.9; procasp7 counter: 0.4; procasp3 activ: -8.6; RPL19A-GFP yeast: 98.5; AGP1-GFP MLPCN: 99.7; CIT2 TOR yeast: 98.4; MEP2-GFP yeast: 96.3

What do the screens show for `COC(=O)[C@@]12CCCCN1[C@H](c1ccc(-c3cccc(Cl)c3)cc1)[C@H]1C(=O)N(C)C(=O)[C@H]12`?
AHR activator: 1.4; LAP4 TOR yeast: 96.7; procasp7 counter: -3.2; procasp3 activ: 6.4; RPL19A-GFP yeast: 97.9; AGP1-GFP MLPCN: 94.3; CIT2 TOR yeast: 92.5; MEP2-GFP yeast: 102.0

Results for CCN(CC)CCNC(=O)C1c2ccccc2C(=O)N(CCOC)C1c1ccc(F)cc1 (configuration not stated) ?
AHR activator: -0.1; LAP4 TOR yeast: 98.7; procasp7 counter: 1.5; procasp3 activ: 4.1; RPL19A-GFP yeast: 97.3; AGP1-GFP MLPCN: 104.1; CIT2 TOR yeast: 96.8; MEP2-GFP yeast: 103.5

What do the screens show for `O=C(c1cnn(-c2ccccc2)c1)c1cc(F)ccc1O`?
AHR activator: 19.4; LAP4 TOR yeast: 85.9; procasp7 counter: -6.2; procasp3 activ: -2.1; RPL19A-GFP yeast: 88.7; AGP1-GFP MLPCN: 86.8; CIT2 TOR yeast: 92.8; MEP2-GFP yeast: 91.3

Fetched by structure from the list above, 2 records:
Results for CCc1cc(C(=O)N2CCCc3ccccc32)sc1C ?
AHR activator: 1.8; LAP4 TOR yeast: 129.3; procasp7 counter: 5.5; procasp3 activ: 1.1; RPL19A-GFP yeast: 86.0; AGP1-GFP MLPCN: 92.8; CIT2 TOR yeast: 82.5; MEP2-GFP yeast: 86.9

What do the screens show for `Cc1nonc1-c1csc(N)n1`?
AHR activator: -0.3; LAP4 TOR yeast: 96.9; procasp7 counter: 0.4; procasp3 activ: -8.6; RPL19A-GFP yeast: 98.5; AGP1-GFP MLPCN: 99.7; CIT2 TOR yeast: 98.4; MEP2-GFP yeast: 96.3

The list goes on:
What do the screens show for `Cc1ccc(OC(=O)Nc2ccccc2)cc1`?
AHR activator: -1.1; LAP4 TOR yeast: 106.2; procasp7 counter: 8.2; procasp3 activ: 6.2; RPL19A-GFP yeast: 97.2; AGP1-GFP MLPCN: 97.2; CIT2 TOR yeast: 91.1; MEP2-GFP yeast: 105.2

Results for Brc1cnc(N2CCCCC2)nc1N1CCOCC1 ?
AHR activator: 4.9; LAP4 TOR yeast: 94.5; procasp7 counter: 3.3; procasp3 activ: -0.9; RPL19A-GFP yeast: 101.1; AGP1-GFP MLPCN: 100.1; MEP2-GFP yeast: 96.5

What do the screens show for `CCCCCCCN1CCC(=O)N([C@H](CO)c2ccccc2)CC1`?
AHR activator: 3.5; LAP4 TOR yeast: 126.9; procasp7 counter: -4.5; procasp3 activ: -1.5; RPL19A-GFP yeast: 94.2; AGP1-GFP MLPCN: 76.0; CIT2 TOR yeast: 65.7; MEP2-GFP yeast: 94.2

What do the screens show for `O=C(NC1CCN(c2ncccn2)CC1)c1ccccc1Cl`?
AHR activator: -1.0; LAP4 TOR yeast: 96.3; procasp7 counter: -11.9; procasp3 activ: 1.3; RPL19A-GFP yeast: 100.6; AGP1-GFP MLPCN: 94.5; CIT2 TOR yeast: 104.1; MEP2-GFP yeast: 115.0

Results for Cc1noc(C(=O)Nc2c(C)nn(Cc3ccccc3)c2C)c1Cl ?
AHR activator: 4.1; LAP4 TOR yeast: 92.6; procasp7 counter: 5.2; procasp3 activ: 6.5; RPL19A-GFP yeast: 98.0; AGP1-GFP MLPCN: 99.9; CIT2 TOR yeast: 94.9; MEP2-GFP yeast: 96.8

How did O=C1CC(c2ccccc2Oc2cccc(Cl)c2)C(n2cncn2)C(=O)C1C1NCCc2ccccc21 (configuration not stated) do in these assays?
AHR activator: -0.4; LAP4 TOR yeast: 99.6; procasp7 counter: 3.6; procasp3 activ: 6.5; RPL19A-GFP yeast: 99.8; AGP1-GFP MLPCN: 99.7; CIT2 TOR yeast: 91.9; MEP2-GFP yeast: 104.8

What do the screens show for `O=[N+]([O-])c1ccc(/C=N/NC(=S)Nc2ccccc2C(F)(F)F)o1`?
AHR activator: 0.7; LAP4 TOR yeast: 113.2; procasp7 counter: -19.8; procasp3 activ: -7.6; RPL19A-GFP yeast: 96.0; AGP1-GFP MLPCN: 73.3; CIT2 TOR yeast: 69.9; MEP2-GFP yeast: 93.2

What do the screens show for `COc1ccccc1-c1noc2ncnc(Nc3cccc(C)c3)c12`?
AHR activator: 8.6; LAP4 TOR yeast: 125.6; procasp7 counter: -7.7; procasp3 activ: 4.8; RPL19A-GFP yeast: 89.7; AGP1-GFP MLPCN: 75.9; CIT2 TOR yeast: 62.7; MEP2-GFP yeast: 80.3

Results for COc1ccc(CCNC(=O)CSc2nnc(-c3cccc(F)c3)o2)cc1OC ?
AHR activator: 7.2; LAP4 TOR yeast: 101.2; procasp7 counter: 2.6; procasp3 activ: 7.9; RPL19A-GFP yeast: 101.8; AGP1-GFP MLPCN: 103.3; CIT2 TOR yeast: 103.5; MEP2-GFP yeast: 109.0

How did O=S(=O)(c1cccc(C(F)(F)F)c1)c1ccc(O)cn1 do in these assays?
AHR activator: -4.2; LAP4 TOR yeast: 104.4; procasp7 counter: 5.7; procasp3 activ: 1.7; RPL19A-GFP yeast: 99.6; AGP1-GFP MLPCN: 104.9; CIT2 TOR yeast: 102.6; MEP2-GFP yeast: 101.0

Results for O=C(CN1CCN(c2ccccn2)CC1)Nc1ccc(Br)cc1 ?
AHR activator: 2.5; LAP4 TOR yeast: 101.0; procasp7 counter: -2.9; procasp3 activ: 7.9; RPL19A-GFP yeast: 103.3; AGP1-GFP MLPCN: 103.2; CIT2 TOR yeast: 103.7; MEP2-GFP yeast: 108.8

How did CCC(Sc1nc(C)cc(C)n1)C(=O)Nc1cc(C)on1 (configuration not stated) do in these assays?
AHR activator: -0.8; LAP4 TOR yeast: 92.4; procasp7 counter: 3.2; procasp3 activ: 0.9; RPL19A-GFP yeast: 95.1; AGP1-GFP MLPCN: 97.4; CIT2 TOR yeast: 103.5; MEP2-GFP yeast: 97.0

What do the screens show for `CCNC(=S)NCc1ccc(F)cc1`?
AHR activator: 0.9; LAP4 TOR yeast: 87.4; procasp7 counter: -9.9; procasp3 activ: 15.9; RPL19A-GFP yeast: 99.6; AGP1-GFP MLPCN: 89.7; CIT2 TOR yeast: 96.0; MEP2-GFP yeast: 100.8

What do the screens show for `Cc1nc2ccc(NC(=O)CCS(=O)(=O)c3ccc(Cl)cc3)cc2s1`?
AHR activator: 2.7; LAP4 TOR yeast: 87.8; procasp7 counter: 8.1; procasp3 activ: 6.7; RPL19A-GFP yeast: 96.5; AGP1-GFP MLPCN: 97.8; CIT2 TOR yeast: 97.6; MEP2-GFP yeast: 91.5

What do the screens show for `N=c1c(C(=O)NCC2CCCO2)cc2c(=O)n3ccccc3nc2n1Cc1ccc(F)cc1` (configuration not stated)?
AHR activator: 2.5; LAP4 TOR yeast: 58.7[may fluoresce violet]; procasp7 counter: -9.6; procasp3 activ: -14.1; RPL19A-GFP yeast: 14.3*[may fluoresce violet]; AGP1-GFP MLPCN: inconclusive; CIT2 TOR yeast: inconclusive; MEP2-GFP yeast: 178.8*[may fluoresce violet]

Results for Cc1cc(OCc2cc(C(=O)N(Cc3nccn3C)C(C)C)no2)cc(C)c1Cl ?
AHR activator: -0.1; LAP4 TOR yeast: 90.6; procasp7 counter: 7.9; procasp3 activ: 1.6; RPL19A-GFP yeast: 97.9; AGP1-GFP MLPCN: 95.7; CIT2 TOR yeast: 94.3; MEP2-GFP yeast: 101.4

How did Cc1ccc(CN(C)c2ccc(S(=O)(=O)N3CCCC3)cn2)cc1 do in these assays?
AHR activator: 2.1; LAP4 TOR yeast: 92.0; procasp7 counter: -14.6; procasp3 activ: 4.0; RPL19A-GFP yeast: 92.0; AGP1-GFP MLPCN: 86.4; CIT2 TOR yeast: 81.0; MEP2-GFP yeast: 95.3

How did O=C(Oc1ccccc1)c1ccc(-n2cnnn2)cc1 do in these assays?
AHR activator: 6.4; LAP4 TOR yeast: 99.9; procasp7 counter: -6.8; procasp3 activ: 0.8; RPL19A-GFP yeast: 95.6; AGP1-GFP MLPCN: 91.5; CIT2 TOR yeast: 84.7; MEP2-GFP yeast: 96.6
